Compound activity (PubChem)
Cav32 inh: blocks human Cav3.2 T-type calcium channel; actives 4% (n = 100,000); O95180; Cav3.2-expressing cells, Fluo-4 calcium fluorescence FDSS; active compounds read low; B-score at 10 µM;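 active means single-dose well whose peak fluorescence ratio is a statistical outlier from its plate by either plate-standardised score or position-corrected B-score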
An asterisk follows results filed as active.

Cav32 inh | smiles
-1.21 | CC1CC(NC(=O)CCn2c(=O)oc3ccccc32)CC(C)(C)C1 (stereo unspecified)
-0.173 | FC(F)(F)c1cc(Oc2ccc(Cl)cc2)nc(-c2ccccn2)n1
0.618 | Cc1ccc(CNC(=O)C2CC3Cn4c(nc5cc(Cl)c(Cl)cc54)C3N2C)o1 (stereo unspecified)
-0.0205 | COc1ccc(NC(=O)CCC(=O)OC(C(=O)c2ccccc2)c2ccccc2)cc1 (stereo unspecified)
0.0413 | O=C(O)[C@H]1CCC(=O)N1Cc1ccco1
1.33 | C=CCn1c(SCc2nc(N)nc(N3CCCCC3)n2)nnc1-c1ccco1
1.6 | CC(Sc1nnnn1C)C(=O)Nc1ccc(N2CCOCC2)cc1 (stereo unspecified)
-0.98 | Cn1cccc1/C=N/n1c(-c2ccc(Cl)cc2Cl)n[nH]c1=S
-4.42 | O=C1c2ccccc2C(Nc2ccc3c(c2)OCCO3)N1Cc1ccco1 (stereo unspecified)
-2.4 | CCC(=O)Oc1ccc(C/C(=N\O)c2ccc(O)cc2O)o1
-0.0745 | Cc1ccccc1NC(=O)NCCN1C(=O)C2C3C=CC(C3)C2C1=O (stereo unspecified)
1.76 | COc1cccc(NC(=O)COC(=O)c2nc3nccc(C)n3n2)c1
-0.0522 | CCOC(=O)C1Nc2ccccc2C2c3ccccc3CC12 (stereo unspecified)
0.14 | CCn1c(CSc2nc(C)cc(C)n2)nnc1SCC(=O)Nc1cccc2ccccc12
1.24 | CC(=O)c1c(C)[nH]c(C(=O)NC2CCCCC2)c1C
1.89 | Cc1ccccc1-c1nc(CS(=O)CC(=O)NCCN2CCN(Cc3ccccc3)CC2)c(C)o1 (stereo unspecified)
0.0504 | O=C(O)CC1(c2ccccc2)C(=O)c2ccccc2C1=O
0.0288 | CCN(CC)CCCNC(=O)C1CCC(=O)N(c2ccc(OC)cc2)C1c1ccc(F)cc1 (stereo unspecified)
-1.29 | Cc1cc(NC(=O)C2C3C(=O)N(Cc4ccc(Cl)cc4)C(C(=O)NCc4ccccc4)C34C=CC2(C)O4)no1 (stereo unspecified)
0.533 | Cc1ccc(OCC(=O)NCc2ccccn2)c(Br)c1
-0.0308 | Cc1ccn2cc(CNS(=O)(=O)c3ccc4c(c3)OCCO4)nc2c1
-1.52 | Fc1ccc(NC(=S)NN=C2CCCCCC2)cc1
-0.932 | Cc1cc(N2CCC(C(=O)N3CCN(c4cccc(C)c4C)CC3)CC2)n2ncnc2n1
1.58 | Cc1cc(NC(=O)Cn2c(=O)c3c(ncn3CC(C)C)n(Cc3ccccc3)c2=O)no1
-0.621 | Cc1ccc(N(CC(=O)NC(C)c2ccccc2)S(=O)(=O)c2cccs2)cc1 (stereo unspecified)

Exported comma-delimited: 4 of the compounds above.
Compound,Cav32 inh
CC1CC(NC(=O)CCn2c(=O)oc3ccccc32)CC(C)(C)C1 (stereo unspecified),-1.21
FC(F)(F)c1cc(Oc2ccc(Cl)cc2)nc(-c2ccccn2)n1,-0.173
Cc1ccc(CNC(=O)C2CC3Cn4c(nc5cc(Cl)c(Cl)cc54)C3N2C)o1 (stereo unspecified),0.618
COc1ccc(NC(=O)CCC(=O)OC(C(=O)c2ccccc2)c2ccccc2)cc1 (stereo unspecified),-0.0205

Following part:
Cav32 inh | smiles
-0.907 | O=C(NCc1ccccc1)C1=C[C@H](c2csc3ccccc23)C[C@H](OCCCCO)O1
-0.01 | Cc1cccc2nc(CSCc3ccco3)cn12
1.13 | O=S(=O)(NCc1ccc(F)cc1)c1cccc(S(=O)(=O)N2CCOCC2)c1
0.256 | CCOC(=O)C1=C(C)OC(N)=C(C(=O)OCC)C1c1cccnc1 (stereo unspecified)
-0.208 | CCCOc1cc(CN2CCCCC2)cc(C(C)=O)c1
-1.97 | O=C(c1ccc(F)cc1)N1CCN(c2cc(N3CCCCC3)c(F)cc2[N+](=O)[O-])CC1
-4.1 | CCOC(=O)C1=C(C)NC(C)=C(C(=O)OCC)C1c1sccc1C
-0.588 | O=C(NCCCc1ccccc1)c1ccccc1
1.07 | Nc1ncnc2c1ncn2[C@@H]1O[C@H](CO)C[C@H]1O
-1.01 | COc1ccc(-c2csc(N(CC3CCCO3)C(=O)c3ccco3)n2)cc1 (stereo unspecified)
-1.07 | COc1cc(OC)c(OC)cc1/C=N/N(C)c1ccccc1
-7.23* | S=C(Nc1cccc(Cl)c1)Nc1ccccc1Oc1ccccc1
-0.856 | CC(=O)Nc1nc(C=C(Cl)Cl)cs1
1.16 | O=C(CN1C(=O)CCC1=O)NCC12CC3CC(CC(C3)C1)C2
-0.476 | Cn1c(C(=O)Nc2ccc3c(c2)OCO3)cc2sccc21
0.094 | O=S(=O)(N1CCOCC1)n1cnc2ccccc21
0.0546 | CN(C)C(=O)COc1ccc2ccc(=O)oc2c1
-7.09* | Cc1cccc(CC(Cc2nc3ccccc3[nH]2)c2nc3ccccc3[nH]2)c1 (stereo unspecified)
-0.222 | CCCc1[nH][nH]c(=O)c1C(c1ccc(Br)cc1)C(C#N)C#N (stereo unspecified)
0.232 | Cn1c(=O)c2ncn(CC(=O)Nc3cc(C(F)(F)F)ccc3N3CCOCC3)c2n(C)c1=O
-0.485 | COc1cccc(C2=CC(c3ccc(N(C)C)cc3)n3nnnc3N2)c1 (stereo unspecified)
-0.0962 | COc1ccc(C(=O)OCC2CC(c3ccccc3)N(C)O2)cc1 (stereo unspecified)
0.102 | Cc1cc2ncn(N)c2cc1C
-1.18 | Cc1occc1C(=O)Nc1cccc2ccccc12
-0.148 | CS(=O)(=O)N1CCN(c2nc(-c3ccccc3)cs2)CC1

Arranged by value in Cav32 inh (lowest first): six from the list above
Cav32 inh | smiles
-7.23* | S=C(Nc1cccc(Cl)c1)Nc1ccccc1Oc1ccccc1
-0.907 | O=C(NCc1ccccc1)C1=C[C@H](c2csc3ccccc23)C[C@H](OCCCCO)O1
-0.588 | O=C(NCCCc1ccccc1)c1ccccc1
-0.485 | COc1cccc(C2=CC(c3ccc(N(C)C)cc3)n3nnnc3N2)c1 (stereo unspecified)
-0.01 | Cc1cccc2nc(CSCc3ccco3)cn12
1.13 | O=S(=O)(NCc1ccc(F)cc1)c1cccc(S(=O)(=O)N2CCOCC2)c1

The results go on.
Cav32 inh | smiles
-0.333 | CCOC(=O)CSc1nc2ccc(NC(C)=O)cc2s1
-1.77 | Cc1ccccc1Cn1ccc(NC(=O)c2onc(C)c2Cl)n1
1.22 | CCC(C)Sc1nnc(Cc2cc(=O)[nH]c(=O)[nH]2)n1-c1ccc(OC)cc1 (stereo unspecified)
-1.06 | O=C(Oc1cncc(Cl)c1)c1ccco1
1.18 | COc1ccc(C(=O)N(Cc2ccco2)Cc2cc3cc(C)ccc3[nH]c2=O)cc1OC
0.341 | O=C(O)CS(=O)(=O)CC(=O)O
0.716 | CC/C(CC(C)(C)c1ccccc1)=N\O
-0.435 | O=C(CSc1nnnn1Cc1ccccc1)NCCc1ccccc1
-1.22 | Nc1nc(-c2ccc3ccccc3c2)c(C2(O)C(=O)Nc3c(Br)cc(F)cc32)s1 (stereo unspecified)
-0.257 | Cc1ccc(S(=O)(=O)NCC(=O)OCc2nnc(-c3ccccc3)o2)cc1C
-1.22 | COc1ccc(OCCSc2ncccn2)cc1
0.117 | CC(=O)c1n[nH]nc1Nc1nc(C)cc(C)n1
0.0708 | CCOC(=O)c1ccccc1NC(=O)CSc1nnnn1C
0.441 | Cc1ccccc1OCC(=O)Nc1cccc(N(C)S(C)(=O)=O)c1
-1.57 | Cc1c(C)n(C)c2ccc([N+](=O)[O-])cc12
-4.47* | CCOC(=O)Cc1csc(NC(=O)CSc2nnnn2-c2ccc(F)cc2)n1
1.41 | O=C(NC1CCCc2ccccc21)c1cncc(Br)c1 (stereo unspecified)
0.448 | CCCCC(=O)Nc1cccc(NC(=O)c2ccccc2Br)c1
0.425 | COC(=O)c1cccc(N(C(=O)c2ccco2)C(C(=O)NC2CCCC2)c2ccco2)c1 (stereo unspecified)
-0.0678 | Cn1c(=O)[nH]c(=O)c2c1nc(NCCCn1ccnc1)n2Cc1cccc(Br)c1
-3.89 | S=c1[nH]nc(-c2ccc(Br)o2)n1Cc1ccccc1
-1.55 | CCOC(=O)C(NC(=O)CC)(Nc1cc(C)on1)C(F)(F)F (stereo unspecified)
2.04 | CC(=O)OCC1OC(Sc2cccc3cccnc23)C(OC(C)=O)C(OC(C)=O)C1OC(C)=O (stereo unspecified)
0.965 | CCc1nnc(NC(=O)C2CCCCC2)s1
0.514 | CN(CC(=O)Nn1cnnc1)S(=O)(=O)c1ccc(Br)cc1
0.861 | COc1ccc(OC)c(CN2C(=O)c3ccccc3C2C(=O)NCc2cccnc2)c1 (stereo unspecified)
0.163 | CCOCCCn1c(SCC(=O)NCc2ccco2)nc2c(sc3ccccc32)c1=O
0.214 | Nc1cc(-c2ccccc2)ccc1O
0.254 | NC(=O)C1(N2CCCCC2)CCN(C(=O)NC2CCCCC2)CC1
0.525 | Cc1ccc(C(=O)C2COC(=O)C2)cc1 (stereo unspecified)
-1.79 | CCOC(=O)c1ccccc1NC(=O)CSc1ncc(C(=O)OCC)c(N)n1
-0.687 | COCCn1nnnc1C(c1ccc(Cl)cc1)N1CCSCC1 (stereo unspecified)
-3.32 | O=C(NCc1cccs1)c1csc2ccccc12
0.0915 | O=c1cc(-c2ccc(Cl)cc2)[nH][nH]1
-0.449 | CCOc1ccc(NC(=O)c2ccccc2OCC(=O)c2ccc(C)cc2)cc1
-0.185 | O=C(O)CCC(=O)OCC1CCCCC1
-4.98* | O=C(CC1N=C2c3ccccc3N=C(SCc3ccccc3Cl)N2C1=O)NCc1ccco1 (stereo unspecified)
0.0174 | Cc1nc2sc(C(c3ccccc3)N3CCC(O)CC3)c(O)n2n1 (stereo unspecified)
0.896 | CCn1cnc2cc(NCc3ccncc3)ccc21
0.543 | NC(=O)CCn1c(=O)oc2ccccc21
0.173 | NC(=O)CSc1nnc(Cn2c(=O)sc3ccccc32)n1CCc1ccccc1
0.229 | NC(=O)C1CCN(c2nc(C3CC3)nc3c2nnn3Cc2ccccc2)CC1
-0.374 | CC(=O)Nc1ncc2c(n1)CC(c1ccco1)CC2=O (stereo unspecified)
-2.28 | C=C[C@]1(C)C[C@H]1[C@H](NP(=O)(c1ccccc1)c1ccccc1)c1ccccc1
0.272 | CC(C)n1nnnc1SCC(=O)c1ccc2c(c1)OCCO2
0.113 | CCn1c(=O)c(=O)[nH]c2cc(C(=O)NC3CCCc4ccccc43)ccc21 (stereo unspecified)
-2.74 | CON1C(=O)C(=O)N(OC)C(C)(C)C1C (stereo unspecified)
0.515 | CCC(=O)c1cc(F)c(N2CCN(C(=O)Cc3ccccc3)CC2)cc1C
0.156 | Cc1nn(C)c(Oc2cccc(Cl)c2)c1C(=O)Nc1ccc(F)cc1
-0.73 | CCN(C#N)c1nc(N(C)C)nc(N(C)C)n1

Overlap with the part before: 2 entries, followed by the next part.
Cav32 inh | smiles
0.156 | Cc1nn(C)c(Oc2cccc(Cl)c2)c1C(=O)Nc1ccc(F)cc1
-0.73 | CCN(C#N)c1nc(N(C)C)nc(N(C)C)n1
-1.61 | Cc1cccc(C)c1OCC(=O)N/N=C/c1cc2c(cc1[N+](=O)[O-])OCO2
-7.16* | Cc1cccc(N2CCN(C(=O)c3ccc(NS(=O)(=O)c4c(C)noc4C)cc3)CC2)c1C
-1.45 | CCCC1=NN2C(=N)/C(=C\c3ccc(SCc4ccco4)o3)C(=O)N=C2S1
0.153 | CCS(=O)(=O)N1CCCC(C(=O)NCCCN(C)Cc2ccccc2)C1 (stereo unspecified)
0.452 | O=C(Oc1ccc2cc(Br)ccc2c1)c1cccnc1
0.0295 | Cc1ccc(N/C=C(\C#N)c2ccc(OCCCF)cc2)cc1
-0.256 | O=C(NCC1CC1)[C@@H]1C[C@H]1[C@@H](NP(=O)(c1ccccc1)c1ccccc1)c1ccccc1
-0.0495 | CCOc1ccc(N2C(=O)/C(=C/c3cccs3)N(CC(=O)OC)C2=S)cc1
-3.05* | Cc1ccc2nc(N3C(=O)C(O)=C(C(=O)c4ccco4)C3c3cccs3)sc2c1 (stereo unspecified)
1.64 | CS(=O)(=O)N(CCc1ccccc1)CC(=O)N1CCN(Cc2ccccc2)CC1
-4* | Cn1cc(/C=N/n2cnc3scc(-c4ccccc4)c3c2=O)c2ccccc21
-0.366 | CCC(C)(C(=O)NC1CCCC1)N(CC1CCCO1)C(=O)c1ccc2c(c1)OCO2 (stereo unspecified)
0.538 | CC(=O)Nc1c(O)nc(SCC(=O)Nc2ccc(C(C)=O)cc2)[nH]c1=O
-3.63 | CN(CC(=O)Nc1ccc(Cl)cc1)CC(=O)Nc1cc(Cl)ccc1C#N
-0.00058 | COc1ccc(-n2c(Cn3c(=O)sc4ccccc43)nnc2SC)cc1
0.0673 | C#CCNC(=O)C1=C[C@H](C)[C@@H](CCCO)[C@H](OCC)O1
-0.415 | CN(c1ccccc1)c1nc(-n2ccnc2)nc(-n2ccnc2)n1
-4.04 | Cc1cc(C)c(S(=O)(=O)N2CCCCC2)cc1N(C)S(=O)(=O)c1ccc(Cl)cc1
-0.387 | Cn1c(=O)[nH]c(=O)c2c1nc(Br)n2CC(O)c1ccccc1 (stereo unspecified)
-0.052 | COc1cc(C2C(C(=O)OC(C)C)=C(C)Nc3ncnn32)cc(OC)c1OC (stereo unspecified)
-0.0774 | O=C(CN1CCCN(S(=O)(=O)c2ccc(Br)cc2)CC1)Nc1ccc2cn[nH]c2c1
0.0383 | CC1(OC(=O)c2ccc(Cl)nc2)C(=O)C=C2C=C(c3ccc(C#N)cc3)OC=C2C1=O (stereo unspecified)
-2.79 | CN(C)CCOC(C1CCCCC1)C1CCCCC1
-1.93 | C#CCOCCOCCOCCNc1nc(N2CCN(C(=O)C([C@@H](C)CC)n3cc(C(N)COC(=O)C(F)(F)F)nn3)CC2)nc(N2CCN(C(=O)[C@H](CCCCN)n3cc(C(N)CC(C)C)nn3)CC2)n1 (stereo partly specified)
0.361 | CCCc1nnc(SCC(=O)N2CCCC(C)C2)n1CC1CCCO1 (stereo unspecified)
-2.49 | COC(=O)c1cc(OC)c(OC)cc1NC(=O)CCc1ccc(C)o1

A portion of the library (hit frequency here may not be typical).
